AmpC detergent: inhibitors of E. coli AmpC beta-lactamase with detergent | P00811 | AmpC hydrolysis of nitrocefin, absorbance 480 nm, 0.01% Triton | Potency, µM (doses to about 114 µM), for inactives: top-dose activity change, negative = inhibition, most hits filed as inhibitors | actives 0.041% (n = 370,000);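 also: potency is read from the fitted curve at half-maximal effect; 0% = no-compound wells and -100% = no-enzyme wells; nearly all actives have a fitted effect of over 25% in size; some results filed as inactive show a strong effect at the top dose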
Target sequence (P00811 whole entry, looked up): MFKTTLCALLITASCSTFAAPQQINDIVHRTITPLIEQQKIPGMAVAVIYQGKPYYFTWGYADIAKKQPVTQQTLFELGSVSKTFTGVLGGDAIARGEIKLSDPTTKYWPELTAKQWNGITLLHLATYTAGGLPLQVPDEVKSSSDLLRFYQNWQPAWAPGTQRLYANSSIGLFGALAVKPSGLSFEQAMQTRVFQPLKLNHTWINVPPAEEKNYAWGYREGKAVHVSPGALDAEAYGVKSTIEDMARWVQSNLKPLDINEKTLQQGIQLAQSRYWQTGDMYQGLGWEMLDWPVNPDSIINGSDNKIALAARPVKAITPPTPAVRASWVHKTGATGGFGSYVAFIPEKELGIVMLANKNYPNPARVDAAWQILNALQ
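AmpC (5.3 nM in the dispensed reagent) in 20 mM phosphate pH 7.0 with 0.01% (detergent screen) or 0.0001% Triton X-100 was preincubated with compounds for 15 min at room temperature. Nitrocefin was then added from an 800 uM solution, and hydrolysis was followed at 480 nm.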
AmpC no deterg: inhibitors of E. coli AmpC beta-lactamase without detergent. P00811. AmpC nitrocefin hydrolysis, absorbance 480 nm, 0.0001% Triton. Potency, µM (series often up to 57.1 µM), inactives show top-dose activity change, negative = inhibition, hits mostly inhibitors. actives 0.52% (n = 330,000). AID 485341;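 also: potency is read from the fitted curve at half-maximal effect; plate controls were no compound for no effect and no enzyme for full effect; nearly all actives have a fitted effect of over 20% in size; some results filed as inactive show a strong effect at the top dose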
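AmpC (5.3 nM in the dispensed reagent) in 20 mM phosphate pH 7.0 with 0.01% (detergent screen) or 0.0001% Triton X-100 was preincubated with compounds for 15 min at room temperature. Nitrocefin was then added from an 800 uM solution, and hydrolysis was followed at 480 nm.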
HCV inh: HCV inhibition; AID 651820; actives 3.4% (n = 340,000); Huh7.5.1 HCVcc-Cre infection, luciferase reporter, 44 h; Potency, µM (series often up to 41.8 µM), for the others: at the top dose activity change, negative = inhibition, most hits filed as inhibitors; also: potency is read from the fitted curve at half-maximal effect
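Luciferase read-out (15 sec integration) after a 15 min room-temperature substrate step quantifies HCVcc-Cre infection. Cells, 1,000 per well, had compound added 4 h post-plating, then virus at ~0.5 moi, and were cultured 44 h.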
AMA1 RON2 block: AMA1-RON2 (P. falciparum) interaction inhibition. Potency, µM (doses to about 58.2 µM), without a hit: at the top dose activity change, negative = inhibition, hits mostly inhibitors. actives 0.2% (n = 360,000). AlphaScreen AMA1-biotinylated RON2 peptide binding. AID 720542;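 also: potency is read from the fitted curve at half-maximal effect; 0% = vehicle wells and -100% = peptide control; nearly all actives have a fitted effect of over 45% in size; some results filed as inactive show a strong effect at the top dose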
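AMA1 (3D7) with his tag at 25 nM final met compounds first, then biotinylated RON2 peptide at 25 nM; detection used donor plus acceptor beads, 10 µg/mL apiece, read by AlphaScreen after 30 min at room temperature.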
LmPK inhibitor: LmPK (Leishmania mexicana) enzyme inhibition. purified LmPK, Kinase-Glo ATP luminescence, 1 h. Potency, µM (titrated, usually from 57.5 µM), for inactives: at the highest dose activity change, negative = inhibition, actives largely listed as inhibitors. actives 0.37% (n = 290,000); also: potency is read from the fitted curve at half-maximal effect
Target sequence (Q27686 whole entry, looked up): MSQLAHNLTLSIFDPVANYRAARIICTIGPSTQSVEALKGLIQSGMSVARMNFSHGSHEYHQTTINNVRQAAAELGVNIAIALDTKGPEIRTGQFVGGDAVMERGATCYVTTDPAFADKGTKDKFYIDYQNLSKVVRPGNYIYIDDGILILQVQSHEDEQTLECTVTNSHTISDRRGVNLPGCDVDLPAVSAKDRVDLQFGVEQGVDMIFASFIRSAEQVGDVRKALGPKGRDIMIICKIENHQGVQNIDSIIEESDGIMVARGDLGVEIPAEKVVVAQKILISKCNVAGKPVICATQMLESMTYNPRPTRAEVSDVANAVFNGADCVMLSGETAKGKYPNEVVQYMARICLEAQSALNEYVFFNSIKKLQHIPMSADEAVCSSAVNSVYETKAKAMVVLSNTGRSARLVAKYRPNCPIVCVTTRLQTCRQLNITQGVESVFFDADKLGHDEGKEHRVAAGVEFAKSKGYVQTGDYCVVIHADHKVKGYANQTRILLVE
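ATP generated from ADP (0.1 mM) and PEP (0.5 mM) by 0.1 nM LmPK over 1 h at room temperature (pH 7.2 imidazole buffer) was detected by coupled luciferase luminescence. Values were normalized to uninhibited and no-enzyme wells.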
HCMV inh: human cytomegalovirus inhibition | HFF cells, HCMV-luciferase reporter, 72 h; active compounds read low | activity change, negative = inhibition, % at 57.5 µM | actives 4.5% (n = 410,000) | AID 1259415; in the data active = activity change below about -60%; inconclusive = no clear call, values can overlap the other calls; inactive = above about -39%
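Human foreskin fibroblasts infected with luciferase-reporter HCMV at MOI 1 PFU/cell, compounds at two doses. Luciferase measured 72 h post infection; normalized to buffer-only basal and Salinomycin (10uM) controls.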
TbPYK inhibitor: T. brucei pyruvate kinase inhibition | Q57TT1 | TbPYK enzyme, Kinase-Glo Plus ATP luminescence, 45 min | Potency, µM (titrated, usually from 76.8 µM), without a hit: at the top dose activity, negative = inhibition, most hits filed as inhibitors | actives 0.12% (n = 410,000) | AID 624173; also: potency is read from the fitted curve at half-maximal effect; nearly all actives have a fitted effect of over 50% in size
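Enzyme and substrate buffer are dispensed first and compound is pin-transferred. ADP at 130 uM final then starts the reaction, which runs 45 min at room temperature. Detection reagent is added for 10 min before luminescence is imaged.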
Starred values were filed as active, the others as inactive; ? = inconclusive; · = not tested or not shown; [ ] = remark or other dose. Unless noted, calls follow the shape of the dose curve; as a rule, active = well fitted curve in the direction sought with a large enough effect; inconclusive = small, poorly fitted or top-dose-only effect, or another doubt; inactive = no such curve, though single readings can be large; an effect the other way counts as inactive or inconclusive. Unless noted, % is scaled to controls: 0 for no effect and ±100 for the full control effect.

SMILES | AmpC detergent | AmpC no deterg | HCV inh | AMA1 RON2 block | LmPK inhibitor | HCMV inh | TbPYK inhibitor
Cc1ccc(S(=O)(=O)N(CC(=O)Nc2cccnc2)c2cccc([N+](=O)[O-])c2)cc1 | -9.0% | -14.0% | ? | -10.7% | 0.5% | -15.9 | 6.7%
CCN(C[C@H]1N[C@@](CC)(C(=O)OC)[C@H]2C(=O)N(C)C(=O)[C@@H]12)S(=O)(=O)c1ccc(C)cc1 | · | -10.1% | -6.9% | 8.5% | · | 19.2 | -3.7%
CCc1nc2c(OCC(=O)N3CCOCC3)cccn2c1N(C=O)Cc1ccccc1 | · | · | · | -10.2% | · | -4.0 | -8.5%
O=C(OC(C(=O)NCc1cccs1)c1ccccn1)c1cccs1 (stereo not drawn) | -3.5% | -13.0% | 3.4% | 10.1% | -0.3% | -10.9 | -7.7%
CCOc1ccc(NC(=O)c2c(NC(=O)c3ccccc3F)sc3c2CCC3)cc1 | 1.9% | · | · | · | · | -12.1 | 0.2%
CC(C)(C)NC(=O)C(=O)NNC(=O)c1ccccc1Br | 6.4% | -1.0% | 11.4% | -16.0% | -2.1% | -7.3 | -0.7%
C=CCNC(=O)c1onc(CSc2cc(C)cc(C)c2)c1C(=O)NCC=C | -8.2% | 24.8% | ? | 33.3%[activator] | 3.9% | ? | -2.8%
C/C(=N\NC(=O)COc1ccc(C)cc1C(C)C)c1ccc(-n2ccnc2)cc1 | -7.7% | 24.9% | ? | 29.8% | 2.1% | -5.0 | -5.3%
C/C(Cn1cnc([N+](=O)[O-])n1)=N/NC(=O)COc1ccccc1Cl | -12.5% | -34.2% | 8.3% | -3.0% | 1.8% | 1.3 | -1.6%
COc1cc(OC)cc(C(=O)OCC(=O)N(C)c2ccccc2)c1 | ? | 17.4% | -17.1% | 17.6% | 7.4% | -14.4 | 2.0%
N#Cc1ccccc1/C=N/Nc1nc(-c2ccccc2)c2cc(Cl)ccc2n1 | 0.4% | -12.2% | ? | 4.2% | 0.2% | ? | 2.6%
CCCN1CCc2nc(N3CCN(C)CC3)ncc2C1 | -4.6% | · | · | · | · | 0.3 | 1.4%
O=[N+]([O-])c1cc(C(F)(F)F)ccc1NCCCN1CCOCC1 | -6.1% | 25.5% | -16.5% | -6.5% | 9.0% | -11.4 | 0.4%
Cc1ccccc1-c1cccc(CN2CCN(C)C(CCO)C2)c1 (stereo not drawn) | -13.9% | 35.7% | ? | -2.1% | 5.1% | -16.4 | 1.8%
COC(=O)c1sccc1NC(=O)c1ccccc1 | 6.5% | -15.9% | 4.8% | 23.7% | -1.5% | 94.2 | 3.3%
COCCn1c(SCC(=O)c2c[nH]c3ccccc23)nnc1-c1ccncc1 | 3.9% | -4.8% | 5.0% | 5.5% | -2.5% | · | 6.1%
COCCCN1C(=O)C(O)=C(C(=O)c2ccc(C)o2)C1c1cccc(Br)c1 (stereo not drawn) | 2.3% | -30.0% | 2.7% | 4.8% | -0.1% | -39.4 | -14.2%
COc1cccc(NC(=O)Nc2nnc(COCCO)s2)c1 | · | · | · | 11.4% | · | -29.2 | -2.0%
CCNc1nc(NC(C)(C)C)nc(N2CCCC2)n1 | 0.5% | -46.2% | ? | 5.6% | -0.6% | -27.3 | 0.0%
COC(=O)C1=C(c2ccccc2)c2ccccc2S(=O)(=O)N1CC(=O)Nc1cc(C)ccc1C | 5.9% | · | · | · | · | -10.0 | 1.9%
COCCOC(=O)c1c(N)n(Cc2ccccc2)c2nc3ccccc3nc12 | 3.0% | 99.3%[activator] | ? | 22.3% | -3.6% | -16.5 | -1.2%
N#Cc1ccc(CSc2nc3c(c(=O)[nH]2)CCCC3)cc1 | 20.6% | · | · | · | · | 9.1 | 4.1%
C=CCn1c(N2CCOCC2)nc2c1c(=O)[nH]c(=O)n2C | ? | -0.9% | 6.0% | 3.1% | 5.7% | 29.1 | 4.0%
O=C(COc1ccc2ccc(=O)oc2c1)NCCN1CCOCC1 | · | · | · | 10.8% | · | 9.7 | -4.3%
Cc1cccc2nc(CSc3nc4[nH]ncc4c(=O)n3-c3ccccc3Cl)cc(=O)n12 | ? | 22.7% | ? | 5.6% | 0.0% | 11.7 | 3.1%
COc1ccc(C(C(=O)NCc2ccccc2)N(C(=O)Cn2nnc3ccccc32)c2cccc(OC)c2)cc1 (stereo not drawn) | -9.0% | · | · | · | · | -24.1 | 4.1%
O=C1CCC(C(=O)N(CCO)Cc2ccccc2)CN1CC1CCCCC1 (stereo not drawn) | -2.6% | 81.7%[activator] | · | -7.2% | 5.6% | 22.4 | 2.3%
CC1CCN(S(=O)(=O)c2cc(C(=O)NCc3ccc(F)cc3)n(C)c2)CC1 | -3.4% | · | · | · | · | 8.7 | 1.7%
O=C(CN1C(=O)C2CCCCC2C1=O)N1CCN(c2ccc(F)cc2)CC1 (stereo not drawn) | 1.3% | 11.7% | 1.8% | -5.1% | -0.4% | -24.7 | -3.5%
COC(=O)C(CC(C)C)NC(=O)c1cccs1 (stereo not drawn) | 1.1% | -40.7% | 20.8% | -17.6% | -0.2% | 4.2 | -25.9%

Of the compounds above, these contain a thiophene ring, fused or not.
SMILES | AmpC detergent | AmpC no deterg | HCV inh | AMA1 RON2 block | LmPK inhibitor | HCMV inh | TbPYK inhibitor
O=C(OC(C(=O)NCc1cccs1)c1ccccn1)c1cccs1 (stereo not drawn) | -3.5% | -13.0% | 3.4% | 10.1% | -0.3% | -10.9 | -7.7%
CCOc1ccc(NC(=O)c2c(NC(=O)c3ccccc3F)sc3c2CCC3)cc1 | 1.9% | · | · | · | · | -12.1 | 0.2%
COC(=O)c1sccc1NC(=O)c1ccccc1 | 6.5% | -15.9% | 4.8% | 23.7% | -1.5% | 94.2 | 3.3%
COC(=O)C(CC(C)C)NC(=O)c1cccs1 (stereo not drawn) | 1.1% | -40.7% | 20.8% | -17.6% | -0.2% | 4.2 | -25.9%

(listing goes on)
SMILES | AmpC detergent | AmpC no deterg | HCV inh | AMA1 RON2 block | LmPK inhibitor | HCMV inh | TbPYK inhibitor
CO/N=C/c1ccc(Sc2ccc(C)cc2)c([N+](=O)[O-])c1 | -5.7% | -29.6% | ? | 0.0% | 3.8% | -13.9 | 4.1%
Nc1ccn(CC(=O)N[C@H](CO)Cc2c[nH]c3ccccc23)c(=O)n1 | 0.6% | -2.9% | 19.4% | -6.7% | · | 1.5 | -1.3%
Fc1cccc(/C=N/NC(=S)Nc2ccccc2Cl)c1 | -8.4% | -19.7% | ? | 114.3%[activator] | -0.4% | 3.9 | -6.6%
O=C(NC1CC1)c1ccc2c(c1)S(=O)(=O)c1cc(Cl)ccc1C2=O | 3.9% | -20.9% | -3.7% | · | · | -6.4 | ·
CCCCn1c(N)c(N(C)C(=O)c2c(C)nn(-c3ccccc3)c2C)c(=O)[nH]c1=O | · | -13.2% | -11.3% | 7.2% | · | 0.0 | 0.4%
NNC(=O)c1cc2ccccc2[nH]1 | -2.6% | -48.7% | -10.6% | 82.2%[activator] | 2.2% | -1.9 | -9.9%
CC(=O)c1c(C)oc2ccc(NS(=O)(=O)c3ccc(O)c(C(=O)O)c3)cc12 | 2.5% | -28.5% | 14.5% | 0.6% | 12.1% | 29.2 | -1.2%
O=C([C@H](O)c1ccccc1)N1CCC[C@H]1CO | ? | -6.9% | 10.7% | 10.5% | -0.1% | -17.6 | 0.7%
COc1ccc(NC(=S)NC(=O)c2cncc(Br)c2)c(OC)c1 | 1.0% | -17.9% | ? | 24.3% | 1.2% | -29.7 | -6.1%
CN(C)CCCN=Cc1c(O)n(Cc2ccccc2)c(=O)c2ccccc12 | -7.9% | 16.3% | ? | -10.1% | 2.3% | 37.8 | -2.1%
CCN(C(=O)c1cccnc1)c1ccccc1 | -1.8% | · | 10.5% | -13.0% | 0.7% | -18.8 | -3.1%
COc1ccc(CC(=O)N(CCN(C)C)CC2CCCN(Cc3ccccc3F)C2)cc1 (stereo not drawn) | -7.6% | 96.5%[activator] | ? | -9.4% | 1.9% | 1.2 | -7.4%
COC(=O)c1ccc(NC(=O)C2CC2)o1 | -10.0% | -9.7% | 4.7% | 3.7% | -2.7% | 6.3 | 2.3%
O=C(/C=C/c1ccc(Cl)cc1)N1CCOCC1 | -6.9% | 12.5% | 5.8% | 18.1% | -2.9% | 54.6 | -4.7%
CSc1cccc(NC(=O)CSc2ccc(Cl)cc2)c1 | -1.1% | -44.0% | -24.8% | 3.5% | 0.7% | 0.2 | 2.4%
COc1ccc(-c2cc(C(=O)Nc3ccc(Cl)cc3Cl)c3ccccc3n2)cc1OC | ? | -2.9% | -28.4% | -12.3% | -0.1% | -30.9 | 1.0%
Cc1ccc(Nc2ncc(C(=O)N3CCN(c4ccc(F)cc4)CC3)c3ccccc23)cc1Cl | 7.6% | · | · | · | · | -1.3 | 1.4%
COC(=O)c1cc2oc(C)cc2n1Cc1c(C)cc(C)cc1C | 13.5% | · | · | · | · | 17.5 | -0.7%
O=C(CCN1CC=C(c2ccccc2)CC1)NCc1ccccc1 | · | · | · | -4.1% | · | 0.0 | 1.3%
CC(C)(C)NCc1cc2ccccc2[nH]c1=O | -1.5% | -9.8% | 5.9% | 0.0% | 4.7% | -2.2 | 1.5%
S=C(Nc1ccccc1Cl)NC1CCN(Cc2ccccc2)CC1 | -6.9% | -35.1% | ? | -6.8% | 0.8% | -34.2 | 2.5%
CCOC(=O)c1cc(-c2cccs2)[nH]n1 | 8.1% | -17.2% | 2.1% | 6.2% | -3.9% | 0.7 | 2.3%
CCc1cc2c3c(c1)C(C)CC(C)(C)N3C(=O)/C2=C1\SC(=O)NC1=O (stereo not drawn) | 2.0% | -33.2% | 18.6% | 0.9% | -0.6% | -3.9 | -20.7%
COc1ccc(C(C)=O)cc1CSc1ccccn1 | -5.9% | -22.5% | ? | -18.3% | 0.1% | 19.6 | -2.9%
CN(C)N=C1c2cc(S(=O)(=O)N3CCOCC3)ccc2-c2ccc(S(=O)(=O)N3CCOCC3)cc21 | 1.0% | 0.3% | ? | -3.2% | -5.8% | -5.4 | 2.2%
CC(Cc1ccccn1)NC(=O)c1ccc(OC2CCN(Cc3ccccn3)CC2)cc1 (stereo not drawn) | 2.6% | 34.5% | -10.4% | 45.1%[activator] | -3.6% | 30.5 | -8.5%

From PubChem BioAssay
